GPR151 activ = activators of human GPR151. PathHunter beta-arrestin GPR151 cells, luminescence. activation, % at 11.2 µM. 1% of 650,000 active; in the data active means activation above about 4.9%;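 further: 0% = median of compound wells and 100% = cells with positive control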
Target sequence (Q8TDV0 whole entry, looked up): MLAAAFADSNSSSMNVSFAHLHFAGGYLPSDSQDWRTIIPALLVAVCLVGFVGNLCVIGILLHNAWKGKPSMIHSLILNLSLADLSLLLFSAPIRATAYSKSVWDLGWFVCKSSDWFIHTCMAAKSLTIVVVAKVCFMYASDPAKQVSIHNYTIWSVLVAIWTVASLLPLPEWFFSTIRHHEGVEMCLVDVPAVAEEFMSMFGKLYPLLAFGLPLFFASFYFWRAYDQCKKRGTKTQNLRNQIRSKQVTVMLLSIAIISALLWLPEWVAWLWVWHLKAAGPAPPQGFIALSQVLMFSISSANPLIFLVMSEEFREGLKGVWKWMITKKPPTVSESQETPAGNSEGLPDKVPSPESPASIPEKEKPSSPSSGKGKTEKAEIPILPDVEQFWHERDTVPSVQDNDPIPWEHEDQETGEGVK
FBW7 act = human FBW7 E3 ligase activation, primary screen | Q969H0 | AlphaScreen FBW7–phospho-cyclin E peptide binding, activator screen | normalized activity (activation), % at 26.1 µM | 0.13% of 650,000 active | AID 1259310; in the data active means normalized activity above about 1.9%;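 further: purified mutant Fbw7 with reduced substrate affinity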
TEAD-YAP inh = TEAD-YAP interaction inhibition; AID 1259422; inhibition, % at 9.12 µM; HEK-TIYL cells, TEAD-Gal4/YAP UAS-luciferase luminescence; 1.4% of 640,000 active; in the data active means inhibition above about 32%;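 further: 0% = median of test compound wells and 100% = reference inhibitor wells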
MITF inh = human MITF inhibition, primary screen | O75030 | AlphaScreen MITF homodimerization, bead proximity signal | inhibition, % at 2.6 µM | 0.91% of 650,000 active | AID 1259374; in the data active means inhibition above about 50%;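 further: 0% = vehicle wells with protein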
Target sequence (O75030 whole entry, looked up): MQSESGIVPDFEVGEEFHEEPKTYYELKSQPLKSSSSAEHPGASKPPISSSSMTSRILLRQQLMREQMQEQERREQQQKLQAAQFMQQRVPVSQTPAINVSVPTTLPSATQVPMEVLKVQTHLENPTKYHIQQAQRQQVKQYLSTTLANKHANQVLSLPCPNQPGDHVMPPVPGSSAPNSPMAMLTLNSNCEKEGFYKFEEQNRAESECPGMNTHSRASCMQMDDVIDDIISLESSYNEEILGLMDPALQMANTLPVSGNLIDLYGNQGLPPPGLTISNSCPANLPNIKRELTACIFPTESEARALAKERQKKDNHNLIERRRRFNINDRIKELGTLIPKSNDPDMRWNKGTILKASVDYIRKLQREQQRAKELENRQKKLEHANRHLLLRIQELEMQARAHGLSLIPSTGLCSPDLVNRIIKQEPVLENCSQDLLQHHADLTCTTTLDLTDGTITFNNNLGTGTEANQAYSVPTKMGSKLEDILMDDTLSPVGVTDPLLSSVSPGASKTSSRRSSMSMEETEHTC
An asterisk follows results filed as active. The order is random; about 3.4% have a hit in one of these screens.

Values run as follows: TEAD-YAP inh | FBW7 act | MITF inh | GPR151 activ
O=C(COc1ccccc1Cl)Nc1ncc(S(=O)(=O)c2ccc([N+](=O)[O-])cc2)s1
  2 | -0.1 | -2 | -0.9
CCOC(=O)c1sc2nc(SCC(=O)NCc3ccccc3)n(CCC3=CCCCC3)c(=O)c2c1C
  6 | 0.0 | -20 | 0.8
c1ccc(-c2ccnc(Nc3ccc(-n4cccn4)cc3)n2)cc1
  -44 | 0.2 | 1 | -1.2
Cc1ccccc1-c1nc2cc(NC(=O)C(C)C)ccc2o1
  66* | 0.0 | 4 | 1.0
CCC(Sc1nc(Nc2cc(OC)cc(OC)c2)c2ccccc2n1)C(=O)NCc1ccco1 (stereo unspecified)
  4 | 0.2 | 18 | 0.0
CC(=O)OCC1OC(n2cc(Br)c(=O)[nH]c2=O)C(OC(C)=O)C1OC(C)=O (stereo unspecified)
  4 | -0.2 | 13 | -1.1
CC(C)(C)c1ccc(C(=O)Nc2ccc(N)cc2)cc1
  21 | -0.1 | 2 | 0.2
CCSc1nc2sc3c(c2c(=O)n1-c1ccc(OC)cc1)CCC(C(C)(C)C)C3 (stereo unspecified)
  -6 | 0.0 | -12 | -0.3
O=C(c1cccc(OC2CCN(Cc3ccon3)CC2)c1)N1CCCC1
  0 | -0.1 | -12 | -1.4
COC(=O)c1ccc(NC(=O)CSc2nc(=O)n(CCCN(C)C)c3c2CCCC3)cc1
  -2 | -0.1 | 5 | -1.2
COc1ccccc1NC(=O)c1c(N)sc2c1CCCC2
  7 | -0.1 | -8 | 0.3
COc1ccc(OCCOc2ccccc2F)cc1
  -56 | 0.2 | 3 | -1.4
CN(Cc1ccccc1)C(=O)c1nc2ccccn2c1CNCCN1CCOCC1
  0 | 0.0 | 1 | -0.2
O=C(O)CNS(=O)(=O)c1ccc(N2CCOCC2)c([N+](=O)[O-])c1
  -4 | -0.1 | -3 | 0.4
CC(=O)n1c(SCC(=O)NCc2ccccc2)nc2ccccc21
  -57 | 0.0 | -5 | -0.9
CC(=O)N1c2c(cc(Br)cc2S(=O)(=O)N2CCCCC2)CC1C (stereo unspecified)
  -3 | 0.1 | -4 | -0.3
CCOc1ccc(-n2c(CNC(=O)c3cccs3)nnc2SCC(=O)N2N=C(c3cccs3)CC2c2ccc(OC)cc2)cc1 (stereo unspecified)
  5 | -0.1 | 7 | -1.2
Cc1cccc(C)c1NC(=O)C(NC(=O)c1ccc(-n2cnnn2)cc1)c1ccc(O)cc1 (stereo unspecified)
  -3 | 0.0 | -3 | 0.3
O=C(c1ccc(F)cc1)N1CCN=C1SCc1ccc([N+](=O)[O-])cc1
  0 | 0.0 | 7 | -0.4
S=c1[nH]nc(-c2cnccn2)n1-c1ccccc1
  6 | -0.1 | 4 | -0.6

More entries:
Values run as follows: TEAD-YAP inh | FBW7 act | MITF inh | GPR151 activ
O=C(Nc1ccccc1)c1ccc2nc(Nc3ccccc3)sc2c1
  -37 | 0.2 | 4 | -2.3
CCc1ccc(OCCCN=Cc2c(O)[nH]c(=O)[nH]c2=O)cc1
  7 | 0.1 | 11 | 0.2
CC1=C(C(=O)Nc2ccccc2)C(c2ccc(OCc3ccccc3)cc2)n2ncnc2N1 (stereo unspecified)
  15 | 0.0 | 8 | 2.9
CCOc1cc(Br)c(C=O)cc1OCC
  30 | 0.0 | -2 | 1.9
CCCOc1ccc(-c2ccc(-c3noc(-c4cccc(Br)c4)n3)cc2)cc1
  5 | -0.1 | 5 | 0.4
O=C(Nc1ccccc1[N+](=O)[O-])c1cc(=O)c2ccccc2o1
  -28 | -0.1 | 9 | 0.8
CCOc1ccccc1NC(=O)c1ccc(F)c(S(=O)(=O)N2CCCC2)c1
  -3 | 0.0 | -4 | -1.2
CC(C)c1ccccc1NC(=O)COC(=O)c1cc(=O)c2ccccc2o1
  12 | 0.5 | 7 | -0.6
COc1cccc(OC)c1C(=O)OCc1ccccc1C#N
  13 | 0.2 | -5 | 0.1
CCOC(=O)c1sc2nc(-c3ccccc3)cc(-c3ccccc3)c2c1NC(=O)COc1ccccc1Br
  -11 | 0.0 | 10 | 0.9
O=C(O)C12CC3CC(C1)CC(n1ncc(Nc4ccc5c(c4)OCO5)c(Cl)c1=O)(C3)C2
  -9 | 0.0 | -3 | -0.6
COC(=O)CCC(=O)c1ccc(Br)s1
  2 | 0.0 | -29 | 2.0
Cn1ncc2c(N3CCN(C(c4ccccc4)c4ccccc4)CC3)ncnc21
  -2 | 0.0 | 10 | -1.1
CC(C)c1ccc(NC(=O)CSC2CC(=O)N(c3ccc(Cl)cc3)C2=O)cc1 (stereo unspecified)
  9 | 0.0 | -8 | -1.0
C/C(=N\NC(=O)c1ccc2c(c1)OCO2)c1ccc(S(=O)(=O)NCc2ccco2)cc1
  2 | 0.0 | -3 | 0.0
COc1ccc(OC)c(N2CC(O)(c3cccs3)[N+]3=C2CCCCC3)c1 (stereo unspecified)
  10 | -0.1 | 11 | 0.9
COc1ccc(CNn2cnnc2)cc1OC
  -1 | 1.7 | 9 | -0.2
COc1cccc(CN(C)C)c1O
  2 | 0.0 | -7 | -0.3
O=C(O)Cc1csc(-c2c(Cl)cccc2Cl)n1
  8 | -0.1 | 1 | 0.4
CCOC(=O)c1c(N)sc(C(=O)Nc2cc(C)cc(C)c2)c1C
  10 | 0.0 | 4 | -9.2

3 structures from above, ordered by molecular weight, falling.
Values run as follows: TEAD-YAP inh | FBW7 act | MITF inh | GPR151 activ
O=C(O)C12CC3CC(C1)CC(n1ncc(Nc4ccc5c(c4)OCO5)c(Cl)c1=O)(C3)C2
  -9 | 0.0 | -3 | -0.6
O=C(Nc1ccccc1[N+](=O)[O-])c1cc(=O)c2ccccc2o1
  -28 | -0.1 | 9 | 0.8
COc1ccc(CNn2cnnc2)cc1OC
  -1 | 1.7 | 9 | -0.2

New compounds follow.
Values run as follows: TEAD-YAP inh | FBW7 act | MITF inh | GPR151 activ
CC(OC(=O)CNC(=O)c1cccc(F)c1)C(=O)NC(N)=O (stereo unspecified)
  -5 | -0.1 | 13 | 0.0
O=C(O)CC12CC3CC(C1)CC(n1ncc(NCc4ccco4)c(Cl)c1=O)(C3)C2
  6 | 0.1 | 19 | -0.7
COc1cc(/C=N/NC(=O)c2n[nH]c3c2CCCC3)ccc1O
  36* | 0.1 | 10 | -1.2
C=CCNC(=O)c1sc2nc3ccc(CC)cc3cc2c1N
  -19 | -0.1 | 4 | 1.5
O=C(NC1CCN(Cc2ccccc2)CC1)c1ccnc(Nc2nccc3ccccc23)c1
  7 | 0.0 | 15 | 2.7
O=C1NC(=S)N/C1=C\c1cc2c(cc1Br)OCO2
  5 | 0.2 | 15 | -1.1
CCn1c(=O)c2cc(C(=O)NCc3cccnc3)sc2c2ccccc21
  14 | 0.0 | 7 | 0.0
Cc1cc(/C=C2\NC(=S)NC2=O)c(C)n1-c1ccc(C(C)(C)C)cc1
  -10 | -0.1 | -6 | -0.3
CC1=C(C#N)c2nc(N)c(C#N)c(C)c2/C1=C/c1ccc(-c2ccc(Cl)c(C(=O)O)c2)o1
  1 | -1.4 | 16 | 0.2
CN(C)S(=O)(=O)c1cc(C(=O)NCC2CCCO2)c(Cl)cc1Cl (stereo unspecified)
  -11 | 0.0 | 8 | 4.0
COc1ccc(CC2(CO)CCN(Cc3nc4ccccc4[nH]3)CC2)cc1
  -10 | 0.1 | -21 | -1.4
Cc1cccc(N(CC(=O)NC2CCCC2)C(=O)CCC(=O)Nc2nc(C)cs2)c1
  12 | 0.1 | 6 | -0.8
Cc1ccc(C)c(NC(=O)C(=O)NCCc2ccccc2Cl)c1
  -7 | -0.2 | 1 | -0.1
O=C(CSc1ncnc2c1oc1ccccc12)Nc1ccc(F)cc1
  2 | 0.0 | -10 | -0.8
NNC(=O)CNC(=O)CNS(=O)(=O)c1ccc([N+](=O)[O-])cc1
  -4 | 2.0* | 19 | 0.1
O=C1CSC(c2ccc(Cl)cc2)N1Cc1cn2ccccc2n1 (stereo unspecified)
  5 | 0.1 | -8 | 5.0*
O=C(N=NC(=O)c1cccc(Cl)c1)c1ccc(-n2c(O)c3ccccc3c2O)cc1
  -8 | 0.6 | 7 | -0.9
COc1ccc(C)cc1S(=O)(=O)Nc1cccc(Br)c1
  -2 | -0.2 | -1 | 1.1
O=C(Cc1cc(=O)[nH][nH]1)N/N=C/C=C/c1ccccc1
  7 | -0.3 | 27 | 5.3*
Cc1ccc(C)c(OCCOCCn2cnc3ccccc3c2=O)c1
  -8 | -0.1 | 5 | -1.6

(listing goes on)
Values run as follows: TEAD-YAP inh | FBW7 act | MITF inh | GPR151 activ
Cc1ccc(C)c(N2CCN(S(=O)(=O)c3ccc(F)cc3)CC2)c1
  8 | 0.0 | 3 | 0.1
O=C(CN1CCC(c2nc3ccccc3s2)CC1)Nc1ccccc1N1CCOCC1
  -4 | -0.1 | 7 | 0.8
O=C(Cc1ccc(F)cc1)Nc1ccc2ccccc2c1
  -27 | 0.9 | 8 | 1.5
O=C(O)c1ccc(CNC(=S)Nc2ccc3c(c2)OCO3)cc1
  12 | -0.1 | 8 | -1.2
CCOC(=O)N1CCN(C(=O)c2c(-c3ccccc3Cl)noc2C)CC1
  -4 | 0.0 | 2 | 0.4
CCOC(=O)C1CCCN(C(=O)c2ccccc2OCC)C1 (stereo unspecified)
  -2 | 0.1 | 6 | -1.1
COc1ccc(C(NC(=O)Cc2cc3ccccc3[nH]2)C(=O)Nc2ccc3c(c2)OCO3)cc1 (stereo unspecified)
  -4 | 0.6 | 6 | 0.3
O=C(N/N=C\c1ccc(Cl)cc1Cl)c1ccccn1
  18 | -0.2 | -4 | -4.1
Fc1ccccc1OCCSc1nnc(-c2ccncc2)o1
  -3 | 0.1 | -10 | -0.9
CCOc1ccc(S(=O)(=O)NCCSc2ccc(C)cc2)cc1
  0 | 0.1 | -8 | -1.3
Cc1cc(NC(=O)CC(=O)Nc2ccc3nc4n(c(=O)c3c2)CCCCC4)no1
  -12 | -0.1 | 7 | -1.7
O=C(Cc1ccc(Cl)cc1)Nc1ccc(CN2CCN(c3ccccn3)CC2)cc1
  14 | -0.1 | 4 | 0.5
Cc1cc(NC(=O)C2CCN(C(=O)CCSc3ccccc3)CC2)no1
  -7 | -0.3 | -5 | 1.5
COc1cccc(-n2nc(C(=O)N(C)c3ccc(C(C)C)cc3)c3ccccc3c2=O)c1
  -1 | -0.1 | 14 | -0.1
COc1cccc(N2C(=O)CN(C(=O)Cn3cnc4ccccc4c3=O)CC2C)c1 (stereo unspecified)
  -2 | 0.0 | 9 | -1.1
CCc1ccc(C2CC(c3ccccc3)n3ncnc3N2)cc1 (stereo unspecified)
  8 | 0.2 | 27 | -0.4
COC(=O)c1ccc(N2C(=O)CC(SCC(=O)Nc3ccc(C)c(Cl)c3)C2=O)cc1 (stereo unspecified)
  -1 | 0.0 | -17 | -1.2
Cc1nc(N2CCCC(NCC3(c4ccccc4)CCOCC3)CC2)nc2ccc(F)cc12 (stereo unspecified)
  -5 | 0.2 | -32 | -1.0
N#CC1(c2ccccc2)CCC(=O)N1CCO (stereo unspecified)
  4 | 0.1 | 8 | -1.5
O=C(CN1CCCCCC1)N/N=C/c1ccccc1Br
  -2 | -0.2 | 24 | -0.1

The final 4 compounds of the part above come first, to join the parts.
Values run as follows: TEAD-YAP inh | FBW7 act | MITF inh | GPR151 activ
COC(=O)c1ccc(N2C(=O)CC(SCC(=O)Nc3ccc(C)c(Cl)c3)C2=O)cc1 (stereo unspecified)
  -1 | 0.0 | -17 | -1.2
Cc1nc(N2CCCC(NCC3(c4ccccc4)CCOCC3)CC2)nc2ccc(F)cc12 (stereo unspecified)
  -5 | 0.2 | -32 | -1.0
N#CC1(c2ccccc2)CCC(=O)N1CCO (stereo unspecified)
  4 | 0.1 | 8 | -1.5
O=C(CN1CCCCCC1)N/N=C/c1ccccc1Br
  -2 | -0.2 | 24 | -0.1
O=C1N/C(=C/c2cccc(OCc3ccc(F)cc3)c2)C(=O)N1Cc1ccc(Br)cc1
  -8 | 0.0 | 12 | 0.0
CCOC(=O)C1=C(C)N=c2s/c(=C\c3cc(C)n(-c4ccccc4)c3C)c(=O)n2C1c1ccc(C)cc1 (stereo unspecified)
  -6 | 1.0 | 1 | 0.8
Cc1cc(C)c2c(n1)nn1c(C)c(CCC(=O)Nc3ccc4c(c3)OCCO4)c(C)nc21
  0 | 0.7 | -7 | -1.2
NC(=O)c1ccc(-c2ccc(C(=O)NCc3cccnc3)s2)cc1
  2 | 0.0 | 1 | -0.9
COc1nc(Nc2cc(OC)c(OC)c(OC)c2)nc(-c2c(C)noc2C)n1
  9 | 0.3 | 1 | -0.1
Cc1cccc(C(=O)Nc2nnc(-c3ccccc3Cl)s2)c1
  -6 | 0.1 | 24 | -1.0
COc1cc(C2C3=C(CC(C)(C)CC3=O)Nc3c2c(=O)n(C)c(=O)n3C)cc(OC)c1OC (stereo unspecified)
  0 | 0.6 | 15 | -2.5
CCC1CN(CCNC(=O)C2(c3ccccc3)CC2)Cc2cc(OC)ccc2O1 (stereo unspecified)
  5 | -0.2 | 9 | -1.2
Cc1ccc(S(=O)(=O)Nc2cc(C)ccc2F)cc1
  0 | 1.1 | -11 | -2.5
CCOc1ccc(NC(=O)CN(C)S(=O)(=O)c2ccc3[nH]c4c(c3c2)CCCC4)cc1
  3 | 0.0 | 7 | 1.3
COc1ccc(Cl)cc1S(=O)(=O)Nc1ccc(-c2ccc(N3CCCCC3)nn2)cc1
  2 | -0.1 | 5 | 3.4
O=C1CN(CC(=O)Nc2ccc(Cl)cc2F)CCN1
  -3 | -0.1 | -9 | 0.6
COC(=O)CNC(=O)c1ncccc1Oc1nc(OC)cc(OC)n1
  -1 | -0.7 | 28 | -1.6

Screening data deposited in PubChem by The Scripps Research Institute Molecular Screening Center.
